Screening data from PubChem BioAssay.
Myeloid diff MLP = promotes myeloid progenitor differentiation | ER-HoxA9 myeloid progenitors, lysozyme-GFP differentiation, flow cytometry | calls only at 10 µM | actives 1% (n = 360,000) | AID 624256;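 active = normalized GFP-positive differentiation at or above the plate's own cutoff, the solvent-only control mean plus 3 SD; inconclusive = no clear call, values can overlap the other calls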;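 also: cells exposed to compound for four days before flow analysis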
Siah-1 displacement = Siah-1 peptide-binding antagonists, primary screen, biochemical, fluorescence polarization, rhodamine-plectin, uHTS (AID 1817); actives 0.02% (n = 290,000); displacement, % at 20 µM, or IC50 in µM where a hit was titrated; Siah-1 / rhodamine-plectin peptide fluorescence polarization; higher % means a stronger effect;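 active = displacement of at least 50% at 20 µM, with a fluorescence ratio check between 0.3 and a set limit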;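 also: plate controls were Siah plus tracer with DMSO for no effect and tracer alone without Siah for full effect; strong numbers were not always called active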
PMI inhibition = MPI inhibition at elevated mannose 6-phosphate – biochemical, fluorescence intensity, high mannose 6-phosphate, primary screen (AID 1220). recombinant PMI enzyme, coupled fluorescence intensity; higher % means a stronger effect. inhibition, % at 20 µM; hits with a dose series show IC50 in µM. actives 0.66% (n = 190,000)
XIAP antagonists = XIAP antagonists, biochemical, IAP family, fluorescence polarization (AID 1018). XIAP BIR domain, fluorescence polarization peptide displacement; higher % means a stronger effect. displacement, % at 20 µM, or IC50 in µM where a hit was titrated. actives 0.007% (n = 200,000); in the data active = displacement above about 50%; also: a part of the inactive calls stands beside numbers as strong as those of hits
TNAP activators = stimulation of alkaline phosphatase TNAP activity – biochemical, luminescent, no phosphate acceptor, uHTS, primary screen (AID 1001). actives 0.03% (n = 200,000). purified TNAP, luminescent activation assay, no phosphate acceptor; higher activation fold means a stronger effect. activation fold at 20 µM, or EC50 in µM where a hit was titrated; in the data active = activation fold from about 3, or a potency from the dose series; inactive = the rest, 99 in 100 with activation fold below about 1.6; also: many of its hits are not listed in these tables
PhoP inhibition = inhibitors of PhoP regulon expression, primary screen, Salmonella Typhimurium, GFP reporter (AID 1863) | one-dose inhibition, % at 50 µM; IC50 in µM for titrated hits | S. Typhimurium PhoP-regulated promoter GFP reporter, 4 h; higher % means a stronger effect | actives 0.16% (n = 300,000);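 active = inhibition over 29.93%, a cutoff 3 SD above the screen mean, later confirmed by dose response; inconclusive = inhibition over 29.93% but no dose response follow-up; inactive = inhibition at most 29.93% or unconfirmed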;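 also: 0% = low Mg2+ inducing control and 100% = high Mg2+ repressing control; strong numbers were not always called active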
WT yeast gro inh = growth inhibition of WT yeast, mitochondrial fusion screen; actives 2.1% (n = 190,000); inhibition, % at 10 µM; mitochondrial fusion phenotypic screen, WT strain; in the data active = inhibition above about 58%; tested in S. cerevisiae
RSV CPE inhibition = RSV antiviral activity via CPE protection, HEp-2 cells, primary 10 µM value included (AID 2391); HEp-2 cells, RSV-induced CPE inhibition; higher % means a stronger effect; CPE inhibition, % at 10 µM, or IC50 in µM where a hit was titrated; actives 0.13% (n = 310,000); in the data active = a potency from the dose series; inconclusive = CPE inhibition mostly from about 23% at the one dose, without a potency; inactive = the rest, 99 in 100 with CPE inhibition below about 21%; also: strong numbers were not always called active
PMI inhibitors = inhibitors of human PMI, primary screen, biochemical, fluorescence intensity, coupled assay (AID 1209). purified PMI enzyme, coupled fluorescence intensity; higher % means a stronger effect. inhibition, % at 20 µM, or IC50 in µM where a hit was titrated. actives 0.42% (n = 190,000);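 also: plate controls were DMSO vehicle for no effect and wells lacking substrate for full effect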
WT yeast gro inh mutant strain = also measured in WT yeast gro inh; calls as there; inhibition, %; mitochondrial fusion phenotypic screen, mutant strain inhibition
Myeloid diff MLP GFP+ MAC1+ % = second read-out of Myeloid diff MLP, no call of its own (marks repeat the call); GFP+ MAC1+ double positive, %; measured here: differentiation confirmed by MAC1 staining
Starred values were filed as active, the others as inactive; i = inactive; ? = inconclusive; . = not tested or not shown. Rule as the data show it, unless noted: active = inhibition above about 50%; inactive = the rest.

The line under a structure holds: Myeloid diff MLP, Myeloid diff MLP GFP+ MAC1+ %, Siah-1 displacement, PMI inhibition, XIAP antagonists, TNAP activators, PhoP inhibition, WT yeast gro inh, WT yeast gro inh mutant strain, RSV CPE inhibition, PMI inhibitors
O=C(NCC#CCOCc1ccccc1)c1ccccc1
→ i, 2.3, -1%, -4%, -4.2%, 1.1, 3%, -2, -21, 0.3%, -1%
COc1ccc(Cn2cc(C(=O)O)c(=O)c3ccccc32)cc1
→ i, 0.2, 8%, 6%, -2.5%, 1.1, -6%, 13, 11, 0.7%, -1%
CC(C)CCNC(=O)C(c1ccncc1)N(C(=O)Cn1nnc(-c2ccc(F)cc2)n1)c1ccccc1F (stereo unspecified)
→ i, 0.0, 17%, 9%, -6.0%, 1.1, 4%, 1, 5, 0.6%, 4%
O=C1CCC2=C(CCCC2=O)N1
→ i, 0.4, 1%, 1%, -5.1%, 1.1, -6%, -1, -5, 0.1%, 2%
COc1cc(/C=N/NC(=O)CNc2n[nH]c(=O)[nH]c2=O)ccc1O
→ i, 0.6, -2%, 15%, 1.5%, 1.1, 1%, -5, 5, 0.5%, 16%
O=C(COc1ccc(/C=N/NS(=O)(=O)c2ccccc2)cc1)N1CCOCC1
→ i, 0.3, 8%, -46%, -10%, 1.1, -5%, -14, 2, 1.5%, -62%
O=C(NC(=S)Nc1ccccc1Br)c1cccnc1
→ i, 1.0, 2%, ., ., ., 7%, ., ., 1.0%, .
Cc1ccc(Nc2ncnc3c2cnn3C)c(C)c1
→ i, 0.7, 8%, ., ., ., 1%, ., ., 1.0%, .
COc1cc(NC(=O)COc2cc(C)cc3oc(=O)c(C)c(C)c23)cc(OC)c1OC
→ i, 4.9, 2%, ., ., ., -5%, ., ., 0.5%, .
COC(=O)C1CCN(C(=O)Cn2nnc(-c3cccc(F)c3)n2)CC1
→ i, 0.1, -2%, ., ., ., -2%, ., ., 0.1%, .
N#Cc1ccccc1NC(=S)NC(=O)c1cccs1
→ i, 4.4, 17%, ., ., ., -5%, ., ., 8.9%, .
Cc1ccc(C)c(NC(=O)c2cc(-c3ccccc3O)n[nH]2)c1
→ i, 0.5, -2%, ., ., ., 10%, ., ., 0.0%, .
COc1ccc(-c2cc(C(F)(F)F)n3nc(C(=O)N4CCOCC4)c(Cl)c3n2)cc1
→ i, 0.8, 2%, 29%, 1.4%, 1, -2%, -4, 0, 0.7%, 3%
CC[C@@H](C)C(C(=O)N1CCN(C(=O)OC(C)(C)C)CC1)n1cc(-c2cn([C@@H](C)C(=O)N3CCN(C(=O)OC(C)(C)C)CC3)nn2)nn1 (stereo partly specified)
→ i, 1.8, 16%, ., ., ., 3%, ., ., 0.2%, .
O=C(Nc1ccccn1)c1ccc(Cl)c([N+](=O)[O-])c1
→ i, 0.1, -3%, 9%, -8.5%, 1, 5%, 10, 2, -0.3%, 1%
CC(C)Oc1cc(O)c2c(=O)c(-c3ccc(O)cc3)coc2c1
→ i, 2.5, 3%, 7%, -6.2%, 1, 8%, 36, 18, 12%, 11%
CC1CN(C(=O)Cn2c(=O)oc3ccccc32)CC(C)O1 (stereo unspecified)
→ i, 1.3, 4%, ., ., ., -3%, ., ., 1.6%, .
O=C(CSc1n[nH]c(-c2ccncc2)n1)c1ccccc1
→ i, 5.0, 6%, 5%, 0.7%, 0.9, 1%, 19, -1, 1.6%, 15%
Cc1cc(NC(=O)CCC(=O)N(Cc2ccco2)C(C(=O)NC2CCCC2)c2ccccc2C)no1 (stereo unspecified)
→ i, 1.2, 4%, -8%, 4.4%, 1.1, 2%, -20, -6, -1.1%, -7%
O=C(Cc1cccc(C(F)(F)F)c1)Nc1ccccc1N1CCCC1
→ i, 1.2, 1%, ., ., ., -4%, ., ., 6.0%, .
CCc1ccccc1NC(=O)CSc1ccsc1[N+](=O)[O-]
→ i, 0.2, -1%, 6%, -7.8%, 1.1, -7%, 9, 6, 2.0%, 17%
Cn1cccc1C(=O)NCCc1ccc(Cl)cc1
→ i, 0.0, 5%, ., ., ., -3%, ., ., 1.1%, .
Cc1ccc(C)c(N(CC(=O)NCc2ccco2)C(=O)CCC(=O)Nc2nccs2)c1
→ i, 0.3, 0%, ., ., ., 2%, ., ., -0.3%, .
Cc1cc(C)cc(NC(=O)c2oc3ccccc3c2COc2ccccc2)c1
→ i, 0.7, 7%, 1%, -2.5%, 1, 7%, 7, 3, 13%, 3%
CCOC(=O)c1cnc(SCC(=O)NCc2cccs2)nc1N
→ i, 12, -2%, -6%, -5.1%, 1, -2%, -18, -1, 3.1%, -6%
COc1ccc(CCNC(=O)CC(Cc2ccc(C)cc2)C(=O)O)cc1OC (stereo unspecified)
→ i, 0.8, 6%, ., ., ., -8%, ., ., -0.8%, .
C[n+]1c2n(c3ccccc31)N=C(c1ccc(Br)cc1)CS2
→ ?, ., 4%, 4%, -1.7%, 1.4, -3%, 51, 51, 2.8%, 8%
CN(C)S(=O)(=O)c1cccc(-c2nnc(SCC(=O)NCCCCCC(=O)O)n2-c2ccc(F)cc2)c1
→ i, 0.3, -2%, -8%, 0.1%, 1, 1%, 16, 4, 1.8%, -15%
CCN(CC)C(=O)CSC1=Nc2ccccc2C2=NC(c3ccccc3)C(=O)N12 (stereo unspecified)
→ i, 0.6, -2%, 0%, -5.0%, 1.2, 7%, -2, -1, 1.7%, 2%
COc1ccc(/C=C/C(=O)c2sc(-c3ccccc3)nc2C)cc1
→ i, 0.9, 1%, 22%, -3.6%, 1.1, -6%, 30, -10, 0.4%, 24%
Cc1ccc(S(=O)(=O)N/N=C/c2cccc([N+](=O)[O-])c2)cc1
→ i, 0.3, 12%, -4%, -2.2%, 1.2, -3%, 0, -2, 1.0%, -28%
CCn1c(SCC(=O)c2cc(OC)ccc2OC)nc2c1c(=O)n(C)c(=O)n2C
→ ., ., 5%, 6%, -3.8%, 1.1, ., ., ., ., 14%
C=C(C)CC(c1ccccc1)N(C(C)=O)c1ccco1 (stereo unspecified)
→ i, 0.3, 4%, 10%, -20%, 1.1, -1%, -2, 2, 0.0%, 3%
O=C(CCC(=O)N1CCc2ccccc21)Nc1ccccc1
→ i, 1.3, 5%, 15%, -5.4%, 1.1, 8%, -3, 6, 1.9%, 7%
CC(=O)[C@H]1CC[C@H]2[C@@H]3CCC4=CC(=O)CC[C@]4(C)[C@H]3[C@H](O)C[C@]12C
→ i, 2.2, 12%, 2%, -12%, 1, 0%, -21, -20, 0.9%, 2%
COCc1cc(N2CCCC2)nc(-c2ccccc2)n1
→ i, 0.2, 3%, 5%, -7.1%, 1.1, 2%, -11, 10, -0.4%, -5%
Cc1ccc(C)n1-c1ccccc1N
→ ., ., -4%, 57%*, -2.5%, 1, -5%, 2, 4, -0.1%, 27%
COc1ccc(C(C)NC(=O)c2ccccc2Cl)cc1OC (stereo unspecified)
→ i, 2.2, -6%, 12%, -22%, 1.1, -11%, -17, -3, 0.1%, 15%
O=C(O)c1ccccc1C(=O)Nc1ccc(S(=O)(=O)NC2CCCCC2)cc1
→ i, 0.4, -3%, -8%, -4.7%, 1.1, -1%, -10, 28, 1.3%, -15%
O=C(NNC(=S)Nc1ccc(F)cc1)[C@H]1C[C@@H]1c1ccccc1
→ i, 0.2, -8%, ., ., ., -9%, ., ., 3.6%, .
Cc1cc(N2CCCCC2)nc(SCC(=O)c2ccccc2)n1
→ i, 2.2, 2%, -4%, -1.3%, 1.1, -5%, 15, 9, 1.5%, -22%
CC1=C(C(=O)OCCNC(=O)c2ccccc2O)C(c2ccccc2[N+](=O)[O-])C(C(=O)OCC2CCCO2)=C(C)N1 (stereo unspecified)
→ i, 0.8, 9%, 6%, 0.4%, 1.1, 4%, 3, -5, 14%, 8%
O=C(CCSc1nnc(-c2ccco2)o1)Nc1ccc(F)cc1
→ i, 0.7, -3%, -12%, -1.9%, 1.1, -11%, -4, -27, 0.1%, -10%
Cc1c(C(=O)N2CCOCC2)c(S(=O)(=O)N2CCN(c3ccc(Cl)cc3)CC2)c(C)n1C
→ i, 2.4, 6%, ., ., ., -7%, ., ., 1.4%, .
O=C(NC1CCCC1)C(c1cccnc1)N(C(=O)c1csnn1)c1ccccc1 (stereo unspecified)
→ i, 0.3, 0%, ., ., ., -4%, ., ., 0.8%, .
CCCCN(C)CCCNC(=O)c1cn(CC)c2ccc(S(=O)(=O)N3CCc4ccccc4C3)cc2c1=O
→ i, 0.5, -4%, 19%, -7.2%, 1, -2%, 4, 0, -0.3%, 12%
CCOc1cc(CNc2ccc3c(c2)OCCO3)cc(Br)c1OCC(N)=O
→ i, 2.5, 3%, 31%, -5.5%, 1.1, 0%, 9, 0, 3.1%, 22%
O=[N+]([O-])c1ccc(N/N=C/c2ccc(O)c(O)c2O)c(S(=O)(=O)N2CCOCC2)c1
→ i, 0.4, 27%, ., -3.9%, 0.7, 5%, 11, 8, ., 82%*
CC(C)NC(=O)CCCn1cc([N+](=O)[O-])cn1
→ i, 0.0, 6%, 6%, -5.3%, 1.1, 0%, -18, -10, 5.1%, 6%
CC(C)c1ccccc1NC(=O)COc1ccc2c(=O)c(Oc3ccc4ccccc4c3)coc2c1
→ ., ., 3%, 9%, -72%, 1.2, -9%, 12, -2, 18%, 4%
COc1ccc(-c2cn(Cc3cccc(OC)c3)nn2)cc1
→ i, 1.2, -6%, ., ., ., -1%, ., ., 2.3%, .
O=[N+]([O-])/C=C1/CCCCCN1
→ i, 0.9, 7%, -3%, -11%, 1, -6%, 3, 6, 0.0%, 2%
COc1cccc(-c2nc(NCC3CCCO3)c3ccccc3n2)c1O (stereo unspecified)
→ i, 0.2, -2%, 1%, -1.5%, 1, 8%, 1, -4, -0.4%, 1%
O=C(NNC(=O)c1ccccc1Cl)c1ccncc1
→ i, 2.6, 3%, 3%, -5.6%, 1.2, -1%, 1, -11, 0.3%, 13%
CN1CCN(C(=O)c2cccc(S(=O)(=O)N3CCCCC3)c2)CC1
→ i, 3.8, -2%, 1%, -20%, 1.1, -3%, -10, -37, -1.3%, 4%
CCOC(=O)C1=C(C)NC(C)=C(C(=O)OCC)C1C1=COCCO1
→ i, 0.7, -3%, 11%, -4.2%, 1, -7%, 2, 0, 0.5%, 7%
